High-throughput results as filed in PubChem BioAssay.
PREPL inhibitor – inhibitors of human prolyl oligopeptidase-like enzyme PREPL; AID 2751; inhibition, % at 5.96 µM; recombinant PREPL, fluorescence polarization activity-based probe; 0.68% of 320,000 active; in the data active means inhibition above about 43%;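 further: 0% = enzyme with DMSO and 100% = wells lacking enzyme; many of its hits are not listed in these tables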
Target sequence (Q4J6C6 whole entry, looked up): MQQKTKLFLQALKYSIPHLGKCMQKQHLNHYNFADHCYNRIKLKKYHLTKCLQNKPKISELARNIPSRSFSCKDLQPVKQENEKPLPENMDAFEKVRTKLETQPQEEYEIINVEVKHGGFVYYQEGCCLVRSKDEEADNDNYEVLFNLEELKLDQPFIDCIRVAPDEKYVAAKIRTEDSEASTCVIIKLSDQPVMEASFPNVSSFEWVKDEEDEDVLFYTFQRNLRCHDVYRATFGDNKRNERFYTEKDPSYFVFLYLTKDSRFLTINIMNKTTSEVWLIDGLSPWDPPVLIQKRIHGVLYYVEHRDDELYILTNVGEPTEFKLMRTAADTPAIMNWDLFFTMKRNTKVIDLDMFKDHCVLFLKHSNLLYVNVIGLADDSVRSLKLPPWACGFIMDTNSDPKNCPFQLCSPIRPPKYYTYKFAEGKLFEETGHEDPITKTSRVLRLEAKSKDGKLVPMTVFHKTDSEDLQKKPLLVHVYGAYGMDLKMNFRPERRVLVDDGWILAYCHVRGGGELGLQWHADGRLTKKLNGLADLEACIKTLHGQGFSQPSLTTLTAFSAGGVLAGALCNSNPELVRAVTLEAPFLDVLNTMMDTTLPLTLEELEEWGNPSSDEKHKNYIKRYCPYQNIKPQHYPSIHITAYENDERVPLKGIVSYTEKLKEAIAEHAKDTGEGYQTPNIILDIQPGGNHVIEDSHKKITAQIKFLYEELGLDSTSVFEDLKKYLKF
TPT1 inh – blocks Candida albicans tRNA 2'-phosphotransferase; recombinant caTPT1, FP RNA substrate dephosphorylation; inhibition, % at 5 µM; 0.81% of 300,000 active;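 active means inhibition above the mean of all tested compounds plus 3 SD, set per screening campaign, cut at about 24% in these data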;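 further: plate controls were DMSO alone for no effect and ferristatin control at 100 nM for full effect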
PP1 inh – counter-screen for PP5 inhibitors: inhibitors of human PP1-alpha; purified PP1alpha, OMFP fluorescence; 0.9% of 320,000 active; inhibition, % at 6.7 µM; P62136; AID 2235;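 active means inhibition above the mean inhibition of all tested compounds plus 3 SD, computed separately for each screening campaign, cut at about 15% in these data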
Target sequence (P62136 whole entry, looked up): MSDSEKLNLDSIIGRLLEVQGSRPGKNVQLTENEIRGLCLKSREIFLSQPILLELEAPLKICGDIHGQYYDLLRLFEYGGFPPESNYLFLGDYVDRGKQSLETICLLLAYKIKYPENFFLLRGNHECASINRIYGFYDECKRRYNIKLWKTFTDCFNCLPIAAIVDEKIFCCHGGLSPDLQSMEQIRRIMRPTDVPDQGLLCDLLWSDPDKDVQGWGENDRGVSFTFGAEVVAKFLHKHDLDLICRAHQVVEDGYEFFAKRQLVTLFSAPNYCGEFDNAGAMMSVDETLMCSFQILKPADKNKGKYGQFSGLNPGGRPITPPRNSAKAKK
Efflux pump mplx – antifungal efflux pump inhibition, Nile Red retention; S. cerevisiae Candida pump triplex; inhibition, % at 10 µM; 0.44% of 330,000 active; AID 485275;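 active means plate passing quality check with inhibition over a set limit, or well fluorescence over plate mean plus 4 SD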;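 further: Nile Red retained in pooled yeast measured as flow cytometry median fluorescence; 0% = buffer negative control and 100% = Enniatin B positive control; higher means more Nile Red kept so more efflux inhibition; some compounds called inactive have numbers as strong as hits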
Fh CTSL1 inh – counter-screen for PFM18AAP inhibitors: inhibitors of F. hepatica cathepsin L1; 0.49% of 300,000 active; AID 1906; recombinant F. hepatica cathepsin L1, Z-Leu-Arg-MCA fluorescence; inhibition, % at 5.96 µM;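 active means inhibition above the mean of all tested compounds plus 3 SD, set per screening campaign, cut at about 17% in these data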;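 further: 0% = plate median of test compound wells and 100% = 1 µM Z-Phe-Ala-diazomethylketone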
HCV core dimer – blocks dimerization of HCV core protein; inhibition, % at 5 µM; TR-FRET GST/Flag-core106 dimerization, 1536-well; 0.33% of 300,000 active;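 active means inhibition above the mean of all tested compounds plus 3 SD, set per screening campaign, cut at about 45% in these data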
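Test system: GST/Flag-tagged HCV core106 proteins; Medium: KF-containing HEPES buffer, pH 7.45, DTT, CHAPS, BSA; Times: compound-protein-antibody incubation 4 h at 22.5 °C; Detection: TR-FRET 671 and 617 nm emission; Benchmarks: wells lacking GST-core106 and wells with excess unlabelled core106.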
LYPLA2 counter – counter-screen for PME1 inhibitors: inhibitors of human LYPLA2; O95372; recombinant LYPLA2, FP-Rh probe fluorescence polarization; inhibition, % at 5.9 µM; 0.38% of 320,000 active; AID 2177;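 active means inhibition above the screen-wide mean plus 3 SD, limit set per campaign, cut at about 26% in these data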;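 further: 0% = LYPLA2 with DMSO and 100% = wells lacking LYPLA2 enzyme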
PP5 inh – inhibitors of human protein phosphatase 5 (PP5); 0.18% of 320,000 active; inhibition, % at 6.7 µM; P53041; purified PP5c, OMFP substrate fluorescence;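 active means inhibition above the campaign's mean inhibition across all tested compounds plus 3 SD, cut at about 9.5% in these data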;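 further: 0% = DMSO only and 100% = 100 µM cantharidin control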
GASC-1 inh – inhibitors of human GASC-1 (JMJD2C) demethylase; Q9H3R0; GST-JMJD2C(1-420) H3K9me3 demethylation, DELFIA europium; inhibition, % at 2.35 µM; 0.069% of 330,000 active; AID 2099;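 active means more than half of a compound's replicate wells show inhibition beyond 50%, single wells judged on their own value; inconclusive means some, but no more than half, of replicates pass 50% inhibition; inactive means no replicate passes 50% inhibition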;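 further: signal counts dimethyl H3K9 product captured on neutravidin plate; 0% = median of DMSO wells and 100% = 0.3 times that DMSO median; strong numbers were not always called active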
Active calls of the source: *; ? = inconclusive; · = no result given; & = joins results of further samples.

mol	PREPL inhibitor	TPT1 inh	PP1 inh	Efflux pump mplx	Fh CTSL1 inh	HCV core dimer	LYPLA2 counter	PP5 inh	GASC-1 inh
CCOC(=O)N1CCN(C(=O)CN(Cc2ccccc2)S(C)(=O)=O)CC1	0	-2	-2	0.0	0	5	5	3.4	2
Cc1cc2c(sc3ccccc32)c(C)n1	-24	-2	-3	0.0	4	2	-2	1.0	10
O=C(NCCC1=CCCCC1)C1CCCN(S(=O)(=O)c2cccnc2)C1 (configuration not stated)	4	0	-1	0.1	3	-9	8	-1.4	-4
O=[N+]([O-])c1ccc(/C=N/n2c(CO)nc3ccccc32)s1	18	-5	-3	0.3	1	-4	4	3.4	3
Cc1cccc(-c2nnc(SCC(=O)Nc3nc4c(s3)CCCC4)n2C)c1	-21	-6	3	-0.1	-3	0	2	1.4	-2
CCOc1ccc(C(=O)NCCCN2CCCC2=O)cc1	-5	2	-4	0.1	-7	-1	2	-1.9	4
CCN1CCC2(CCN(C(=O)c3cc(COc4cc(C)ccc4C)on3)C2)C1 (configuration not stated)	17	1	0	-0.5	2	4	-4	0.8	-7
Clc1ccc2nsnc2c1NC1=NCCN1	-2&-3	-3&-2	-4&-3	0.0&0.0	0&1	7&3	-7&0	-0.9&-1.1	2
COc1ccc(NC(=O)C2=CN3CCS(=O)(=O)N=C3C=C2)c(OC)c1	16	·	-1	-0.1	·	·	7	0.2	-1
CCC(=O)Nc1ccc2c(c1)ncn2C	-3	1	0	0.1	-3	-2	1	-0.6	-2
O=C(CCCOc1ccc(Br)cc1)NCCc1ccc(OC(F)F)cc1	-30	-2	3	0.1	1	-15	-1	3.7	27
COC(=O)Cc1cc(=O)n(-c2nc3ccccc3s2)[nH]1	-8	6	20*	0.0	1	-3	-2	-1.6	1
O=C(c1ccc(S(=O)(=O)c2cccc(Cl)c2)c([N+](=O)[O-])c1)N1CCN(c2ccccn2)CC1	18	5	-1	0.3	0	8	5	2.1	3
O=C(NNC(=O)c1ccc2c(c1)OCO2)NC12CC3CC(CC(C3)C1)C2	-10	-2	-2	-0.1	0	5	-1	0.8	5
O=C(CP(=O)(c1ccccc1)c1ccccc1)N/N=C/c1cc(Br)cc(Br)c1O	10	-1	8	0.0	0	1	1	0.7	1
CCC(C)NC(=O)c1oc2ccc(S(=O)(=O)N3CCC4(CC3)OCCO4)cc2c1C (configuration not stated)	-4	-4	-1	-0.3	1	2	11	1.0	-8
CCCCN1C(=O)c2ccc(C(=O)NCCN3C(=O)S/C(=C\c4cccnc4)C3=O)cc2C1=O	1	-2	-5	0.4	-1	10	11	-0.5	-2
Cc1cc(C(=O)NP(=O)(N2CC(C)OC(C)C2)N2CC(C)OC(C)C2)c(C)n1C1CC1 (configuration not stated)	5	-3	-2	-0.2	1	-1	1	2.2	7
COc1ccccc1OCCCCOc1ccccc1F	-8	-7	-1	0.0	0	-4	-2	4.4	·
COc1cccc(-c2nnc(NC(=O)c3ccc(S(=O)(=O)N(CC(C)C)CC(C)C)cc3)o2)c1	-6	1	0	0.0	0	3	1	2.4	·
Nn1cnnc1SCC(=O)N1CCc2ccccc2C1	15	·	-5	-0.2	·	·	4	2.0	12
Cc1cc(NS(=O)(=O)c2ccc(NC(=O)CSc3nc4ncc(Br)cc4[nH]3)cc2)nc(C)n1	-2	0	1	0.0	0	3	-2	-0.4	-3
Cc1ccc(NC(=O)c2cc(S(=O)(=O)N3CCOCC3)cn2C)cc1F	9	-3	-3	0.1	0	-25	-3	0.1	-3
COc1ccc(NS(=O)(=O)c2ccc3c(c2)NC(=O)CO3)c(OC)c1	-3	5	-1	0.6	-3	-8	2	1.8	3
CCCn1cc(CN2CCC(n3nccc3NC(=O)CCOc3ccccc3)CC2)c(C)n1	0	-2	-3	-0.1	-1	-3	3	-3.6	1
CCOC(=O)N1CCc2c(sc3ncn(C)c(=O)c23)C1	-3	0	-5	0.1	0	-2	8	-0.6	-16
Cn1c(=O)c2c(nc(N3CCOCC3)n2CCc2ccccc2)n(C)c1=O	6	-4	-3	0.0	3	-3	3	-3.3	9
CS(=O)(=O)N(CC(=O)Nc1ccc2c(c1)OCCO2)c1ccc2c(c1)OCO2	-6	-2	0	0.0	0	0	0	3.8	-2
COc1ccc(C(=O)NCc2nnc(SCCOc3ccccc3)n2C)cc1	13	-1	-4	0.0	1	-4	9	1.4	6
Cc1ccccc1N(C(=O)CCCC(=O)Nc1ccccn1)C(C(=O)NC1CCCC1)c1ccc(O)cc1 (configuration not stated)	-1	0	-3	-0.1	-1	0	0	-0.7	5
C=CCOC(=O)C1=C(C)NC(=O)NC1/C=C/c1ccccc1OC (configuration not stated)	2	3	-2	0.3	-3	-5	-5	5.2	12
CC(C)CC(=O)NC(=S)Nc1ccc(NC(=O)c2ccco2)cc1	2	-2	-1	0.2	4	0	7	1.8	4
CCc1cc(=O)[nH]c(SCC(=O)Nc2ccc3c(c2)OCCO3)n1	-3	-2	-4	-0.1	0	0	7	-1.1	4
O=C(Nc1ccc(N2CCOCC2)c(Cl)c1)c1ccccc1F	4	-3	-1	0.0	0	3	0	2.8	3
COc1ccccc1C/C(N)=N/OC(=O)c1ccc(C)c([N+](=O)[O-])c1	2	-4	-4	-0.1	-4	4	5	1.1	16
N#Cc1nc(-c2ccc(OCc3ccccc3)cc2)oc1N1CCOCC1	37	-1	-1	0.0	1	1	4	-0.5	3
Cc1cc(C)n2nc(SCC(=O)N/N=C/c3ccccn3)nc2n1	0	-2	-1	0.0	0	2	0	0.3	0
Nc1c(-c2ccc(Cl)cc2)cnn1-c1cccc([N+](=O)[O-])c1	41	-2	4	0.1	4	-2	9	3.6	4
CC1CC(C)CN(CCCNC(=O)c2ccc3c(c2)ncn3C2CCCC2)C1 (configuration not stated)	13	-2	-2	-0.1	0	-3	1	-0.8	40
O=C(O)c1ccn2c(C(=O)c3ccccc3)c(-c3ccccc3)cc2c1	-4	0	3	-0.1	4	9	-2	1.4	1
O=C(COC(=O)/C=C/c1cccc(F)c1)Nc1ccc2[nH]c(=O)[nH]c2c1	10	0	-3	0.1	-6	0	2	0.0	-3
CCN(CC)C(=O)CSc1nc(OC)cc(=O)[nH]1	12	-1	-2	0.0	-3	-9	-1	2.0	-8
NC(=O)c1ccc(NCCCN2CCOCC2)c([N+](=O)[O-])c1	-1	1	1	-0.1	0	-3	8	-3.2	3
CCOC(=O)C1=CC[C@H]2c3c(c4ccccc4n3C)C[C@H]1N2C	7	·	-1	-0.5	·	·	-1	3.7	-19
Cc1ccc(S(=O)(=O)CC(=O)c2ccc3c(c2)OCCO3)cc1	4	-3	-2	-0.2	-1	0	2	0.2	-31
O=C(c1cc2ccccc2oc1=O)N(Cc1cccs1)CC1CCCO1 (configuration not stated)	6	2	-5	0.0	-2	0	-3	1.2	?
CCOC(=O)c1ccc(COC(=O)c2cc(=O)[nH]c3ccccc23)o1	-6	3	4	0.4	-3	3	-10	4.2	-3
O=C(NNS(=O)(=O)c1ccc(Br)cc1)c1ccccc1-n1cccc1	-1	-1	-1	0.1	-1	3	3	1.9	-4
O=C(Nc1ccc2c(c1)OCO2)[C@@H]1[C@@H]2C(=O)N(C3CCCCC3)C(=O)[C@@H]2C2c3ccccc3C=CN21 (some centres not stated)	22	62*	12	0.0	0	37	6	2.9	-1
O=[N+]([O-])c1cc(C(F)(F)F)ccc1N1CCN(S(=O)(=O)c2ccc3ccccc3c2)CC1	-67	-3	0	0.0	-2	10	3	1.9	0
CC(=O)Nc1ccc(NC(=O)C2CCN(S(=O)(=O)c3ccc4c(c3)OCCO4)CC2)cc1	12	·	-3	0.2	·	·	-4	-0.2	-5
O=CN1CCN(C(C(=O)NC2CCCCC2)c2ccc(Cl)cc2)CC1 (configuration not stated)	23	-5	-3	-0.2	1	-5	0	0.2	-16
O=C1c2ccccc2C(=O)C1(CO)c1ccc(OC(F)F)cc1	-1	-2	-2	0.0	0	-32	8	1.4	2
CCC(=O)N1CCc2cc(Br)cc(S(=O)(=O)CCC(=O)NCCOC)c21	9	-3	-9	0.0	0	2	-2	0.9	-4
CC(=O)Oc1ccc(CC(C(=O)O)N2C(=O)c3ccccc3C2=O)cc1 (configuration not stated)	20	1	-5	0.2	-2	2	0	1.9	3
CCN1C(=O)N[C@H](c2ccc(Br)cc2)C(C(C)=O)=C1C	1	9	-4	0.0	-1	4	-3	-0.5	25
COc1ccc2c(C)cc3n[nH]c(=S)n3c2c1	5	4	-3	0.1	0	-3	1	-1.1	-8
CCN(CC(=O)Nc1c(F)cccc1F)C(=O)c1ccc2ccccc2n1	0	1	-2	0.0	4	-1	-4	-1.3	2
NS(=O)(=O)c1cc([N+](=O)[O-])ccc1NCc1cccnc1	6	-7	-1	0.0	1	-3	10	-0.5	-8
O=C(CN1CCN(CC(=O)Nc2cccc(F)c2)CC1)NCC1(N2CCOCC2)CCCCC1	16	·	-2	0.2	·	·	4	-0.5	·

Other compounds
mol	PREPL inhibitor	TPT1 inh	PP1 inh	Efflux pump mplx	Fh CTSL1 inh	HCV core dimer	LYPLA2 counter	PP5 inh	GASC-1 inh
Cc1cc(-c2nnc(SCc3ccccn3)o2)no1	8	0	-4	0.1	-1	-4	4	0.4	-5
CC(NC(=O)CCN1C(=O)c2ccccc2C1=O)c1ccccc1 (configuration not stated)	-8	3	-1	0.1	1	-2	0	1.0	4
O=C(c1ccccc1)N1CCN(CC(O)COc2ccc(Br)cc2)CC1 (configuration not stated)	-5	-2	5	-0.1	2	-6	10	-6.4	-5
CN1CCN(C(=O)C2CCCN(S(=O)(=O)c3ccc(Cl)cc3)C2)CC1 (configuration not stated)	11	-4	5	-0.4	1	-15	4	1.9	1
CCCCOCCCNC(=O)c1ccccc1OCC	-4	0	-5	0.0	-2	-1	-7	-3.0	2
Cc1nn(CC(=O)Nc2ccccn2)c(C)c1Br	-4	-3	-3	-0.1	2	0	3	2.2	6
COc1cccc2cc(-c3nnc(SCC(=O)NCc4ccccc4)n3C)oc12	5	1	-3	0.3	4	0	-4	0.7	9
COC(=O)c1c(C(=O)OC)c(-c2ccc(C(C)(C)C)cc2)n2c1CS(=O)C2 (configuration not stated)	6	3	-3	-0.1	4	-2	3	2.2	5
CNC(=S)NNC(=O)Cc1ccc(OC)cc1	-9	0	-6	0.3	-3	-2	0	2.3	6
CC(=O)Nc1ccc(N(C(=O)Cc2c[nH]c3ccccc23)C(C(=O)NC2CCCCC2)c2ccco2)cc1 (configuration not stated)	7	-4	3	-7.1	-8	11	12	3.2	-4
Cc1cc(C(=O)c2ccccc2)c(NC(=O)CCl)s1	-1	3	3	-0.1	18*	11	-3	3.5	6
COc1cccc(N2CCN(CC(=O)Nc3nc(C)c(C(=O)N(C)C)s3)CC2)c1	0	1	-2	-0.1	0	4	1	1.0	8
O=C(NCCCN1CCOCC1)C(=O)c1c[nH]c2ccccc12	9	0	-1	0.3	1	11	-2	2.0	1
CCOCCCNCc1cccc(OC)c1	-9	-1	-4	-0.1	-1	-7	9	2.3	-4
COc1ccc(C(=O)Nc2cc3c(cc2Cl)OCCCO3)cc1	-7	-2	-4	0.0	-2	-1	-5	3.0	-1
COc1ccc2cc(Br)ccc2c1CC(=O)NC1CC(C)(C)NC(C)(C)C1	31	1	1	0.1	-9	2	0	2.5	-12

Only part of the results is shown (hit frequency here may not be typical).
